Rtt109 Vps75: blocks Candida albicans Rtt109/Vps75 acetyltransferase activity. Q5AAJ8. purified Rtt109/Vps75, ThioGlo CoA-SH fluorescence, 4 h. inhibition, % at 34.9 µM. 330,000 compounds, 0.16% hits. AID 540336;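 active means inhibition of at least 50% in every replicate; inconclusive means best replicate reaches 50% inhibition but some replicates fall short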
SR-BI HDL uptake: inhibitors of mouse SR-BI mediated HDL lipid uptake; Q61009; ldlA[mSR-BI] CHO cells, DiI-HDL uptake fluorescence, 3 h; inhibition, % at 12.5 µM; 320,000 compounds, 0.96% hits; AID 488896;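 active means mean replicate inhibition of at least 70% and a set share of replicates each scoring 70 or more; inconclusive means meets just one of the two criteria; inactive means fails both criteria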;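 further: 0% = median of neutral control wells and 100% = median of positive control wells; values of inactives mirror those of a sister screen read the other way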
SR-BI uptake up: enhances SR-BI lipid uptake from DiI-HDL; 320,000 compounds, 0.096% hits; CHO ldlA[mSR-BI] cells, DiI-HDL uptake fluorescence, 3 h; 100 = double the neutral-control signal; AID 504775; activation, % at 12.5 µM;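 active means mean replicate activation of at least 60% and every replicate at or above 60%; inconclusive means mean or all-replicate condition met, but not both; inactive means mean below 60% and not all replicates reaching 60%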;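 further: 0% = median plate neutral-control signal and 100% = twice that signal; values of inactives mirror those of a sister screen read the other way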
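Assay system: CHO ldlA[mSR-BI] cells, LDL receptor-null, SR-BI overexpressing; medium: Ham's F12 with 0.5% BSA, HEPES 25 mM, pH 7.4; also added: DiI-HDL 10 µg/mL; timing: 3 h uptake period with compound, 37 °C; signal: DiI fluorescence, bottom read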
CDK5 p35 inh: inhibitors of human CDK5/p35 kinase; Q00535+Q15078; Recombinant CDK5/p35, ADP-Glo luminescence, 60 min; 330,000 compounds, 0.01% hits; AID 488839; inhibition, % at 10 µM;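 active means highest replicate inhibition of at least 50% and at least 75% of replicates reaching 50%; inconclusive means only one of the two criteria met; inactive means both criteria failed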;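 further: plate controls were DMSO neutral control for no effect and GW8510 at 10 µM for full effect; many of its hits are not listed in these tables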
Target sequence (Q00535 whole entry, looked up): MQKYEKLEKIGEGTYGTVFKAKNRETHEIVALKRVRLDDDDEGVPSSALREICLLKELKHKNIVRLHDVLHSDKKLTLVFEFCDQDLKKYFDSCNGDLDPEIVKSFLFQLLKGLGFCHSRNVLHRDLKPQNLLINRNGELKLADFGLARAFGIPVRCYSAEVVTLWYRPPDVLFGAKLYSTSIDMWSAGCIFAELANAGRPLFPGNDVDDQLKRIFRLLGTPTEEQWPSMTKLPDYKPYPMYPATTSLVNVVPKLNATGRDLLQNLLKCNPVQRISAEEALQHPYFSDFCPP
Target sequence (Q15078 whole entry, looked up): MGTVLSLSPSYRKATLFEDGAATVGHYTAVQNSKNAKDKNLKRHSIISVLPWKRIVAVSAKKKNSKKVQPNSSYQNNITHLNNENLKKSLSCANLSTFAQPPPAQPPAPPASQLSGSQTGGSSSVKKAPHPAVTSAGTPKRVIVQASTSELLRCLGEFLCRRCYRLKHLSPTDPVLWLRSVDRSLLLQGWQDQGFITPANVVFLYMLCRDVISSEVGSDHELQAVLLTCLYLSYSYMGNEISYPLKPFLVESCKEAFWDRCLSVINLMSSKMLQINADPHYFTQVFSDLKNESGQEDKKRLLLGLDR
HTR5A ag: activates human HTR5A in OPRM1-OPRD1 agonist counter-screen. HTR5A agonist assay, luminescence, cell-based. activation, % at 9.3 µM. P47898. 340,000 compounds, 0.61% hits. AID 504692; in the data active means activation mostly above about 9.5%, no sharp cut-off; inactive means mostly below about 7.6%;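 further: 0% = cells with vehicle only and 100% = reference agonist; strong numbers were not always called active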
Target sequence (P47898 whole entry, looked up): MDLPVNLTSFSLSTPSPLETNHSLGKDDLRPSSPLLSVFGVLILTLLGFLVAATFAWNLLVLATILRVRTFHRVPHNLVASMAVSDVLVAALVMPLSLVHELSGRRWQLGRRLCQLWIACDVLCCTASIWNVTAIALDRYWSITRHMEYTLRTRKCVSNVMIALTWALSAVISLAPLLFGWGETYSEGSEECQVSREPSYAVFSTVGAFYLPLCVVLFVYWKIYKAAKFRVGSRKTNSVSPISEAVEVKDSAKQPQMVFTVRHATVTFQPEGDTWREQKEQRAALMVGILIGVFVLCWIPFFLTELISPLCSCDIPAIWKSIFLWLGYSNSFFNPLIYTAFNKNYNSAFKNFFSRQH
MITF act: activators of MITF-driven TRPM1 promoter activity in SK-MEL-5 cells | SK-MEL-5 TRPM1-promoter luciferase, 24 h; % of positive control, neutral wells = 0 | 300,000 compounds, 0.75% hits | activation, % at 12.5 µM;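 active means mean activation of at least 80% with every replicate also reaching 80%; inconclusive means mean reaches 80% but some replicate falls short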;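 further: 0% = neutral control wells and 100% = parthenolide positive control wells; values of inactives mirror those of a sister screen read the other way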
PvdQ inh: blocks Pseudomonas aeruginosa PvdQ acylase activity | inhibition, % at 10 µM | 340,000 compounds, 0.063% hits | purified PvdQ acylase, fluorescence plate reader; in the data active means inhibition above about 30%, passing the limit was not always enough; inconclusive means no clear call, values can overlap the other calls;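 further: 0% = vehicle neutral wells and 100% = reference inhibitor wells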
RTF Ca sens act: cardiac RTF calcium sensitization | 340,000 compounds, 0.24% hits | activation, % at 7.2 µM | P19429+P45379 | IANBD-labeled TnC RTF fluorescence at EC20 calcium; 0% EC20 calcium, 100% full calcium;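 active means activation above the mean over all tested compounds plus 3 SD, cut at about 30% in these data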;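 further: rise in fluorescence read as greater calcium sensitivity of cardiac thin filaments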
Wnt bcat act: Wnt/beta-catenin pathway activation; 300,000 compounds, 1.2% hits; activation, % at 9.35 µM; Wnt/beta-catenin reporter cell assay, activator, plate reader; AID 743398; in the data active means activation above about 30%, passing the limit was not always enough; inconclusive means no clear call, values can overlap the other calls;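 further: 0% = neutral control wells and 100% = positive control wells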
dFosB act: activators of mouse delta FosB homodimer. activation, % at 25 µM. 340,000 compounds, 0.99% hits. AID 493131. purified delta FosB, TAMRA-CDK5 oligo fluorescence polarization; percent of positive-control signal above neutral wells;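 active means mean activation above about 17%, with every replicate also reaching it, limit read from the data, passing the limit was not always enough; inconclusive means only one of the two conditions met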;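 further: fluorescence polarization rise as delta FosB binds a TAMRA Cdk5 AP-1 oligo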
* = called active by the depositor; ? = inconclusive; nt = not tested or not shown.

SMILES	Rtt109 Vps75	SR-BI HDL uptake	SR-BI uptake up	CDK5 p35 inh	HTR5A ag	MITF act	PvdQ inh	RTF Ca sens act	Wnt bcat act	dFosB act
Cn1c(=O)n(C)c2cc(S(=O)(=O)NCCOCCO)ccc21	16	-14	14	0.4	1	-6	1	-9	-1	-3
CCOC(=O)c1[nH]c2c(c1-c1ccccc1)C(=O)CC(c1ccc(OCC)cc1)C2 (stereo not drawn)	10	-2	2	-1.4	2	5	8	-9	-4	-7
COc1ccc(N2CCN(CC(O)COc3ccccc3[N+](=O)[O-])CC2)cc1 (stereo not drawn)	6	-14	14	-1.0	0	7	-19	6	?	-9
O=C(Nc1nc(-c2ccc3ccccc3c2)cs1)C1CCN(S(=O)(=O)c2cccs2)CC1	-2	24	-24	-1.2	2	-21	-1	1	-1	16
COc1ccccc1C(=O)NC(=O)COC(=O)c1cnc(C)cn1	5	-18	18	0.9	11	3	15	-3	-1	-3
Nc1ncnc2c1ncn2[C@@H]1O[C@H](CNCc2cn(CC(=O)NC3CC3)c3ccccc23)[C@@H](O)[C@H]1O	-7	2	-2	9.1	-1	-3	29	-1	-1	5
O=C(COc1ncnc2cc(Cl)ccc12)c1ccccc1	-4	-2	2	0.0	-5	31	-7	-2	-1	-3
O=c1oc(-c2ccco2)nc2ccccc12	-8	nt	nt	0.8	2	-3	4	0	nt	-2
Cc1cc2ccccc2c(=O)[nH]1	-18	7	-7	1.2	-1	4	-13	3	nt	-4
COc1ccc(Cl)cc1NC(=S)NCCSc1ccc(C)cc1	5	15	-15	-0.1	6	-14	-8	8	2	-1
COc1ccccc1NC(=O)C(C(C)C)N1C(=O)c2ccccc2C1=O (stereo not drawn)	1	52	-52	0.0	-4	nt	-7	-5	-1	-3
COc1ccc(-c2cc(C(F)(F)F)nc(SCC(=O)N(C)Cc3cnn(C)c3C)n2)cc1OC	-10	11	-11	1.6	-2	-5	-5	2	-7	-19
CCN(C[C@H]1N[C@@](Cc2ccccc2)(C(=O)OC)[C@H]2C(=O)N(C)C(=O)[C@@H]12)C(=O)COC	-3	-12	12	14	1	4	8	-7	0	-2
CCOc1ccc(CCNC(=O)COC(=O)c2ccc(OC(C)C)cc2)cc1OCC	2	19	-19	-1.1	4	7	-10	-11	2	-8
CC1CCCCN1S(=O)(=O)c1ccc(C(=O)Nc2nnc(-c3ccccn3)o2)cc1 (stereo not drawn)	-1	-6	6	0.5	2	9	-7	0	nt	0
CCCCCN(C(=O)CCC(=O)OCC(=O)Nc1cccc(SC)c1)c1c(N)n(CCCC)c(=O)[nH]c1=O	-9	10	-10	-6.5	1	-3	-4	-18	-4	-12
COC(=O)c1ccc(COC(=O)CNC(=O)CNC(=O)c2ccc(OC)cc2)cc1	44	nt	nt	0.8	0	nt	-4	6	3	-6
CN(Cc1nc2ccc(F)cc2[nH]1)Cc1nc(CC2CC2)no1	nt	-9	9	-0.6	0	15	-5	5	-3	-4
O=C(C1CCN(S(=O)(=O)c2cnc[nH]2)CC1)N1CCc2ccccc2C1	4	-25	25	-0.7	1	0	-18	4	-5	-14
CN(C)C=NC1=NN(c2cccc(C(F)(F)F)c2)CC1	-2	7	-7	-0.2	0	12	-6	8	nt	4
COc1ccc(/C=C2\C(=O)NC(=S)N2C(=O)c2ccc(C)cc2)cc1	-17	-30	30	-0.3	-2	-1	11	9	3	-1
Cc1nc(Sc2cccn2C)c(C(F)(F)F)c(=O)[nH]1	4	-8	8	1.1	2	nt	-6	2	nt	-16
Cc1ccc(N/C=C2\C(=O)N(c3ccc(F)cc3F)C(c3cccnc3)S2(=O)=O)cc1 (stereo not drawn)	8	8	-8	1.7	3	-6	29	0	6	10
COc1cccc(CNC(=O)c2ccccc2N)c1	2	-12	12	-0.4	0	2	-1	-9	nt	-1
Cc1ccc(/C=C/C(=O)O)cc1S(=O)(=O)NC1CCS(=O)(=O)C1 (stereo not drawn)	-5	-8	8	1.0	0	-6	8	-1	0	0
O=C(c1ccc(Cl)cc1)N1CCC(C(=O)N2CCCc3ccccc32)CC1	10	46	-46	0.3	2	-3	0	-3	0	0
CC1CCCN(S(=O)(=O)c2cccc(-c3cn4cccnc4n3)c2)C1 (stereo not drawn)	-8	-4	4	-1.4	-1	-2	-18	-3	nt	-7
Cn1c(N)c(Br)c(-c2ccc(F)cc2)c(C#N)c1=O	12	-7	7	1.8	-3	-8	-11	8	-1	-12
NCCC(=O)NCCc1cnc[nH]1	-2	-12	12	0.8	-3	6	7	-2	1	-4
O=C(O)C1CC1C(=O)Nc1nc2c(Cl)cccc2s1 (stereo not drawn)	nt	-12	12	-1.7	4	14	-16	3	0	0
C/C(=C(\C#N)C(=O)NCCCN1CCOCC1)N(C)C	2	-42	42	1.3	1	-10	-8	7	nt	2
COc1ccc(C(=O)C2CCCN(Cc3ccc(C#CCCO)cc3)C2)cc1F (stereo not drawn)	nt	-11	11	0.7	-1	-8	-10	-1	-1	-3
COCCN(Cc1cccs1)S(=O)(=O)c1csc(C(N)=O)c1	-15	-16	16	-2.0	0	9	-15	0	-2	-1
COc1ccc2[nH]c(C)c(C(=O)CN3CC(C)OC(C)C3)c2c1 (stereo not drawn)	-3	-8	8	-1.6	3	8	-15	4	nt	-8
COc1ccc(C(C)C)cc1S(=O)(=O)N1CCC(C(=O)NCc2cccnc2)CC1	5	nt	nt	-0.1	9	-3	-5	-2	0	-3
C=C[C@]1(C)C=C2CCC3[C@](C)(CCC[C@@]3(C)C(=O)O)C2CC1 (stereo partly drawn)	40	12	-12	-3.0	3	-3	-3	-3	nt	-13
Cc1ccc(C)c(Nc2nc3ccc(C)cc3n3cnnc23)c1	-2	22	-22	-0.1	4	14	1	-6	-1	-1
CN(C)C(=O)c1cc(Br)ccc1Cl	7	-1	1	0.3	8	nt	-7	-4	1	-1
CCOc1cc(NC(=S)NCCCN2CCOCC2)c(OCC)cc1NC(=O)c1ccc(OC)cc1	4	50	-50	0.5	0	3	-4	-4	0	-6
O=C(N/N=C/c1ccc[nH]1)c1c[nH]c2ccccc12	-3	9	-9	-0.7	0	-6	1	3	-20	-8
Cc1ccccc1NC(=O)Cn1c(=O)n(-c2ccc(CC(=O)NCC3CCCO3)cc2)c(=O)c2ccccc21 (stereo not drawn)	-5	nt	nt	-0.2	-1	3	-10	-1	0	-7
COc1cc(NC(=O)CN2c3cccc4cccc(c34)S2(=O)=O)cc(OC)c1OC	-5	2	-2	-1.4	0	-4	0	1	-5	-2
O=C1CC(NS(=O)(=O)c2cccnc2)CN1c1ccc(F)cc1 (stereo not drawn)	-23	-25	25	-0.1	-2	-4	-3	-3	-1	3
O=c1oc2ccc(Cl)cc2cc1-c1nnc(Nc2cccc(C(F)(F)F)c2)s1	-4	-5	5	-0.3	-1	nt	-4	-4	-2	-2
COCCN(C(=O)c1cc(OC)c(OC)c(OC)c1)c1c(N)n(Cc2ccccc2)c(=O)[nH]c1=O	6	-4	4	-0.9	9	14	-2	9	-1	-12
O=S(=O)(Cc1ccccc1)NCC1CCCN(Cc2cccc3nonc23)C1 (stereo not drawn)	5	6	-6	-1.8	-5	19	8	3	-2	-5
CNC[C@@H](C)NC[C@@H](Cc1ccccc1)NCCc1ccccc1	0	1	-1	-0.3	1	20	-8	10	-1	-8
N#CC(Sc1ccccn1)c1ccc(Cl)cc1 (stereo not drawn)	5	11	-11	1.6	0	0	48*	-3	-2	-2

Single records, as listed above:
Record of Cc1ccc(C)c(Nc2nc3ccc(C)cc3n3cnnc23)c1 : Rtt109 Vps75: -2; SR-BI HDL uptake: 22; SR-BI uptake up: -22; CDK5 p35 inh: -0.1; HTR5A ag: 4; MITF act: 14; PvdQ inh: 1; RTF Ca sens act: -6; Wnt bcat act: -1; dFosB act: -1
Record of CCOc1cc(NC(=S)NCCCN2CCOCC2)c(OCC)cc1NC(=O)c1ccc(OC)cc1 : Rtt109 Vps75: 4; SR-BI HDL uptake: 50; SR-BI uptake up: -50; CDK5 p35 inh: 0.5; HTR5A ag: 0; MITF act: 3; PvdQ inh: -4; RTF Ca sens act: -4; Wnt bcat act: 0; dFosB act: -6

Later entries
SMILES	Rtt109 Vps75	SR-BI HDL uptake	SR-BI uptake up	CDK5 p35 inh	HTR5A ag	MITF act	PvdQ inh	RTF Ca sens act	Wnt bcat act	dFosB act
O=C(Cc1csc(NC(=O)Nc2cccc(Cl)c2)n1)NCc1cccnc1	4	20	-20	-1.2	-10	32	-13	-5	-1	-15
O=S(=O)(c1ccc(NC(=S)NCCC(c2ccccc2)c2ccccc2)cc1)N1CCOCC1	21	4	-4	0.4	2	-24	9	8	-4	0
COc1ccc2[nH]c(C(=O)NCCCN3CCCC3=O)c(C)c2c1	-5	-12	12	0.3	-4	11	-3	-5	1	-3
COc1ccc(C(=O)N2CCOC2CNC(=O)C(=O)NCc2ccc(Cl)cc2)cc1 (stereo not drawn)	-5	-16	16	0.0	8	-7	12	9	-5	-3
CCOc1ccc(CC(=O)C2=C(N3CCOCC3)CC(C)(C)CC2=O)cc1OCC	-2	-10	10	0.8	0	-5	-2	1	-2	-6
COC(=O)CCCCCCCCCCN1CCCCC1	-7	-14	14	-1.7	2	6	-5	4	nt	2
Cc1nn(CC(=O)NCCc2ccccc2)c(=O)c2cccn12	-9	-19	nt	1.4	2	8	-10	-1	2	-7
CCN(CC1CCCN(CCc2cccc(F)c2)C1)C(=O)c1cc(C)oc1C (stereo not drawn)	-1	-13	13	1.8	2	6	-13	1	1	-8
C[C@H](CO)N1C[C@H](C)[C@@H](CN(C)Cc2ccc(Cl)c(Cl)c2)Oc2c(NC(=O)C3CCOCC3)cccc2C1=O	-2	20	-20	-0.4	3	-6	2	-2	7	-2
Cc1ccc(N2CCN(C(=O)NC3CCCCC3)CC2C)cc1 (stereo not drawn)	-1	-24	24	-1.2	-3	6	-17	-1	-1	-5
O=C(Nc1cccc([N+](=O)[O-])c1)NC1CCS(=O)(=O)C1 (stereo not drawn)	-6	-4	4	1.8	5	-3	-13	6	3	-1
CCCCN(C)CC(O)Cn1cc(/C=C/C(=O)c2ccc(C)cc2)c2ccccc21 (stereo not drawn)	-2	29	-29	0.8	5	-4	-5	6	0	26*
COc1ccc(N(CC(O)CN2CCOCC2)S(=O)(=O)c2ccc(C)cc2)cc1 (stereo not drawn)	0	-17	17	0.5	1	-8	3	0	-2	1
COc1cccc(C(=O)Nc2cccc(C(=O)N3CCOCC3)c2)c1	5	7	-7	-0.2	2	0	8	-7	1	-3
O=C(O)COc1ccc(/C=N/NC(=O)c2ccccc2Br)cc1	-15	-17	17	0.0	-1	-5	-4	3	nt	-6
O=C1C2C3C=CC(C3)C2C(=O)N1CC1CCCO1 (stereo not drawn)	-1	-16	16	3.6	4	0	-12	5	-1	-2
